ABHD5-PLIN5 inh – ABHD5-PLIN5 protein interaction inhibition. Q00G26+Q8WTS1. Split G. princeps luciferase complementation, luminescence, 4 h. inhibition, % at 4 µM. hit rate 0.78% among 360,000;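 active = inhibition above the mean inhibition across every tested compound plus 3 SD, cut at about 22% in these data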;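 also: 0% = DMSO only wells and the 100% control is not disclosed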
Granule exo inh – lytic granule exocytosis inhibition; hit rate 0.66% among 360,000; AID 651702; inhibition, % at 10 µM; TALL-104 LAMP-1 surface exposure, flow cytometry; cells stimulated with thapsigargin and PMA;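 active = inhibition above about 55%, limit read from the data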
CaV13 ICDI inh – Disruptors of the CACNA1D IQ motif to Ca2+-dependent inactivation inhibitor domain association, primary screening, Förster resonance energy transfer in intact living …; HEK cells, CFP/YFP FRET ICDI-IQ, plate reader, 10 min; percent FRET-ratio fall versus neutral wells; hit rate 0.098% among 340,000; inhibition, % at 12.3 µM; AID 743397;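 active = mean replicate inhibition of at least 30% and at least 1% of replicates passing that level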;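 also: 0% = median of the neutral control wells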
PDI inh – inhibitors of human protein disulfide isomerase; P07237; PDI insulin aggregation turbidity, A650, 90 min; inhibition, % at 10 µM; hit rate 0.052% among 350,000;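 active = mean inhibition across replicates of 30% or more, whatever share of single replicates reach that level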;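 also: absorbance from insulin aggregation driven by PDI reduction with DTT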
Target sequence (P07237 whole entry, looked up): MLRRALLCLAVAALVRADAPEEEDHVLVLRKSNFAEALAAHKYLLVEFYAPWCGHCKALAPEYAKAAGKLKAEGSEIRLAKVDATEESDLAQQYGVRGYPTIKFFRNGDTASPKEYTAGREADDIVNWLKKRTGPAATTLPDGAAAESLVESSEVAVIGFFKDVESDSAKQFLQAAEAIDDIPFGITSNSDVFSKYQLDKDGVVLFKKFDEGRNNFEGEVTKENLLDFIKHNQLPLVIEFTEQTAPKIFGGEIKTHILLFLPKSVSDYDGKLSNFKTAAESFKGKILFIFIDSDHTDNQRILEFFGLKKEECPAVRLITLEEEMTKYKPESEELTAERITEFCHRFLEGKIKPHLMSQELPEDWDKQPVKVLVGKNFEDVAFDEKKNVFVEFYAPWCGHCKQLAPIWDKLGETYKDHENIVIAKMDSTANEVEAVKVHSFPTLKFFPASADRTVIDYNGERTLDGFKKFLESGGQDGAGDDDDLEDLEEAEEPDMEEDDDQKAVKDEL
HTR2A ag – activates the mouse 5-HT2A serotonin receptor. P35363. CHO-K1 mHTR2A beta-arrestin complementation, luminescence; percent of 30 µM serotonin response. activation, % at 7.6 µM. hit rate 0.66% among 360,000;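 active = activation above a run cutoff, the mean activation of all tested compounds plus 3 SD, cut at about 14% in these data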;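 also: 0% = plate median of compound wells and 100% = 30 µM serotonin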
ABCB6 inh MLPCN – human ABCB6 transporter inhibition; Q9NP58; hit rate 0.19% among 360,000; fluorescence ratio to DMSO, % at 10 µM; K562-ABCB6 porphyrin accumulation, flow cytometry, 1 h; hits give low values; AID 602162;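 active = fluorescence ratio to DMSO below 75%, the collection mean minus 3 SD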;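 also: signal is porphyrin accumulated inside mitochondria; 100% equals median channel fluorescence of DMSO control wells; lower ratio means ABCB6 inhibition with less porphyrin fluorescence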
MC4R ag barr – human MC4R agonism via beta-arrestin. U2OS MC4R beta-arrestin complementation, luminescence; percent of melanotan II response, DMSO zero. P32245. AID 540308. hit rate 0.98% among 360,000. activation, % at 8.9 µM;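 active = activation above a per-plate cutoff, the mean activation of sample wells on that plate plus 3 SD, cut at about 8% in these data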
Target sequence (P32245 whole entry, looked up): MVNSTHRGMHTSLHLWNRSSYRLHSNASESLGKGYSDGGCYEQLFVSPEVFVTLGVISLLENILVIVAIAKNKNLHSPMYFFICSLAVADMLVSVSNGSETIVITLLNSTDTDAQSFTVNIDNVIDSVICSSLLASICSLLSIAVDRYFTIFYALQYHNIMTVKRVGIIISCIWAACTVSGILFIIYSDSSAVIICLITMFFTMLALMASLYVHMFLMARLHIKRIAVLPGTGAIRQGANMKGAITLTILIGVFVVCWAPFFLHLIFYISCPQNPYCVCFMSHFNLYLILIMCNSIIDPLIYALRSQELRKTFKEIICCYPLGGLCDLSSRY
MC4R antagonist – antagonists of human melanocortin 4 receptor (MC4R); inhibition, % at 6.5 µM; AID 540295; hit rate 0.48% among 360,000; MC4R-expressing cells, MTII-stimulated cAMP, LANCE TR-FRET; P32245;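 active = inhibition above its plate's cutoff, the mean of tested wells on that plate plus 3 SD, cut at about 29% in these data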;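 also: 0% = Melanotan II alone and 100% = Melanotan II plus saturating MCL0020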
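Test system: U2OS cells stably expressing human melanocortin 4 receptor (MC4R); also added: Melanotan II challenge; compound: 6.5 µM single dose; timing: 30-min compound preincubation, 1-h Melanotan II challenge, 1-h detection, room temperature; signal: Eu-cAMP/anti-cAMP TR-FRET, emission 671 nm; repeats: one well per compound, no replicates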
Cardio protect – modulators protecting cardiomyocytes from myocardial damage | protection from H2O2 cell death, % at 20 µM | H9c2 cardiomyocytes, H2O2 injury protection, ATPLite, 2 h | hit rate 0.63% among 360,000;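 active = compounds giving at least 50% protection of heart cells from peroxide-induced death in the single-dose screen, raw or plate-pattern-corrected value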;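 also: 0% = DMSO wells with peroxide and 100% = DMSO wells without peroxide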
Glyco luc inh – blocks N-linked glycosylation in D54 reporter cells; D54 ERlucT glycosylation luciferase reporter, 24 h; percent of 100 nM tunicamycin response; reporter increase, % at 12.5 µM; hit rate 0.23% among 360,000; AID 588692;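 active = mean luciferase reporter signal, scaled so untreated is 0 and the glycosylation-blocking control 100, at or above a set limit in every replicate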;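 also: luciferase carries N-glycosylation sites so blocking glycosylation raises the light; 0% = median of neutral control wells and 100% = median of 100 nM tunicamycin wells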
Starred values were filed as active, the others as inactive; i = inactive; . = not tested or not shown.

SMILES	ABHD5-PLIN5 inh	Granule exo inh	CaV13 ICDI inh	PDI inh	HTR2A ag	ABCB6 inh MLPCN	MC4R ag barr	MC4R antagonist	Cardio protect	Glyco luc inh
COc1ccccc1NS(=O)(=O)c1ccc(C)c(C(N)=O)c1	-2.6	1.4	-4.4	-5.5	-2.6	89.0	-0.8	-4.8	-4.2	-1.9
O=C1c2cccc3c(O)ccc(c23)C(=O)N1Cc1ccccc1	-27.7	21.2	.	-4.0	-0.4	108.0	1.2	11.8	-21.5	2.6
c1cc(CNCCN2CCNCC2)ccn1	7.0	7.8	-4.6	-2.4	4.3	95.0	-1.2	5.4	0.8	2.0
N#CCCN(Cc1cccnc1)C(=O)c1sc2cc(F)ccc2c1Cl	-2.2	-2.2	-7.1	-2.8	-1.5	102.0	2.0	19.1	-1.1	-1.7
Cc1cccc(NCc2cccc3ccccc23)n1	-0.5	-6.2	-5.1	-1.8	-4.9	96.0	4.6	2.5	6.9	2.1
COc1ccc(CN(C)C(=O)CCN2C(=O)c3ccccc3C2=O)c(OC)c1OC	-2.5	0.1	-2.9	8.2	-2.3	99.0	-0.4	12.1	0.1	1.2
CCN(CC)C(=S)SC1CCCCN(C(=O)c2ccccc2)C1=O (centres undefined)	-7.0	-3.1	-16.8	6.0	1.2	99.0	-0.2	-4.5	15.5	-0.6
CCCN1CN(c2ccccc2)C(=S)N(c2ccccc2)C1	0.4	-4.1	-7.3	-14.3	9.4	94.0	3.4	5.4	-1.7	3.3
C=CCn1c(=O)c2ccccc2n2c(SCC(=O)Nc3sc(C)c(CC)c3C(=O)OCC)nnc12	-2.2	-2.2	-5.4	3.4	-1.9	96.0	-0.2	16.3	-1.9	-0.7
CCc1ccc(C(C(=O)NCc2ccc(F)cc2)N(C(=O)c2csnn2)C2CC2)cc1 (centres undefined)	2.2	8.8	-3.0	4.1	4.6	95.0	2.5	28.8*	5.3	-0.9
COc1ccc(CNC(=O)c2nn(C)c3c2CS(=O)(=O)c2ccccc2-3)cc1	0.9	0.7	-3.5	-0.5	-1.9	96.0	-5.0	10.2	2.4	-1.7
COc1ccc(NC(=O)C2C(=O)N(C)C3(C)CC2c2ccccc2O3)cc1 (centres undefined)	-6.6	-1.6	.	-11.0	-3.5	98.0	0.4	-0.1	-6.8	-2.2
COc1cc(NC(=O)CSc2nnc3ccccn23)cc(OC)c1OC	-3.6	-8.0	-5.6	-1.1	4.5	103.0	-1.2	3.9	1.6	1.0
COc1cccc(CN(CC(=O)NCC2CCCO2)C(=O)CCC(=O)Nc2cc(C)on2)c1 (centres undefined)	-4.4	-0.8	-5.4	-2.1	-3.0	73.0*	-2.8	4.5	5.0	-0.4
CCn1c(SC(C)C(=O)Nc2ccc(N3CCOCC3)cc2)nnc1-c1ccco1 (centres undefined)	11.6	8.1	-16.5	19.6	5.5	102.0	-2.8	1.1	-3.9	2.3
CC[N+](C)(C)Cc1ccccc1Br	-7.0	-2.7	-5.7	-5.6	3.0	103.0	0.7	10.8	-5.0	0.9
COC(=O)c1ccc(C2/C(=C(/O)c3ccc(OC)cc3)C(=O)C(=O)N2CC2CCCO2)cc1 (centres undefined)	7.8	2.1	.	-3.8	-1.0	106.0	0.8	6.0	0.0	2.0
Cc1ccccc1NC(=O)CN1C(=O)C2C3CC(C(Br)C3Br)C2C1=O (centres undefined)	6.5	7.6	-4.8	-3.4	4.4	99.0	2.0	6.9	-2.6	-1.8
NS(=O)(=O)c1ccc(N2C(=O)C(=O)/C(=C(/O)c3ccccc3)C2c2ccc(Cl)cc2)cc1 (centres undefined)	11.3	6.8	-7.5	-4.1	1.5	86.0	2.1	3.9	6.7	1.7
N#Cc1ccc(C(=O)NCC2CCCCC2)cc1	-1.2	-15.9	-15.7	-0.9	-3.3	91.0	-1.5	11.8	5.8	-0.2
Cc1ccccc1OCC(=O)Nc1nnc(C2CCCC2)s1	1.3	-1.2	-14.6	-8.2	0.9	93.0	1.5	7.9	1.5	-0.4
O=C1N=C(N2CCOCC2)S/C1=C\C=C/c1ccccc1	8.8	0.1	-3.0	2.7	1.1	87.0	0.2	-9.2	-5.9	1.8
CSc1nsc(SCC(=O)Nc2c(C)n(C)n(-c3ccccc3)c2=O)n1	-7.6	0.4	-5.7	0.5	-2.3	101.0	-0.2	10.4	3.4	-1.0
CC(C)CC1NC(=O)c2cc3ccccc3cc2-n2c1nc1cc(Cl)ccc1c2=O (centres undefined)	-2.2	-0.8	-5.5	4.2	0.7	96.0	2.2	2.6	-29.2	-1.7
Cc1cc(NC(=O)CN2C(=O)NC(c3ccccc3)(c3ccc(C)c(C)c3)C2=O)no1 (centres undefined)	-0.3	-1.6	-5.8	0.8	13.9	92.0	1.5	5.7	21.7	4.7
SMILES	ABHD5-PLIN5 inh	Granule exo inh	CaV13 ICDI inh	PDI inh	HTR2A ag	ABCB6 inh MLPCN	MC4R ag barr	MC4R antagonist	Cardio protect	Glyco luc inh
COc1ccc(CC(=O)Nc2nnc(SCc3ccccc3)s2)cc1S(=O)(=O)N1CCOCC1	4.4	-2.0	-2.3	6.4	-4.7	100.0	-1.4	-0.8	-6.3	0.2
Cn1nc(C(=O)NCc2ccccc2)c2c1-c1ccccc1S(=O)(=O)C2	-4.2	-1.8	-3.0	2.1	-3.2	102.0	-2.9	-1.7	8.9	-2.2
CCOC(=O)C1CCN(CC(=O)Nc2c(C(=O)OC)[nH]c3ccc(Cl)cc23)CC1	7.5	0.1	.	11.4	6.4	89.0	2.3	-16.0	-4.6	7.2
CCc1cc(=O)oc2cc(C)cc(OCC(=O)N3CCC[C@@H]3C(=O)O)c12	-0.8	1.1	.	.	-1.9	100.0	-1.2	16.4	-1.2	-0.5
CCn1c(C(=O)N2CCC(Cc3ccccc3)CC2)cc2sccc21	3.7	-0.9	-8.0	-4.2	-2.7	101.0	2.3	11.4	-21.0	-3.6
Cn1c(=O)c2[nH]c(SCCN3CCOCC3)nc2n(C)c1=S	2.0	0.9	-16.9	-4.6	11.7	101.0	-1.2	1.2	18.4	-0.5
COC(=O)N/N=C\c1ccc(-c2cc(Cl)c(Cl)cc2Cl)o1	-0.8	-3.0	-3.8	0.7	-0.8	88.0	2.8	-5.5	-5.7	1.8
CC(C)NC(=O)Cn1nnc(-c2cccc(NC(=O)c3ccccc3F)c2)n1	-8.6	-2.9	.	-3.7	-1.3	95.0	1.2	6.1	-8.8	-0.9
Cc1ccc(S(=O)(=O)NC(=O)C2(C)CCN2C(=O)c2ccccc2CCc2ccccc2)nc1 (centres undefined)	-12.9	-3.6	-5.5	2.5	-4.3	100.0	0.1	12.0	-4.6	1.5
COc1cc(C2c3c([nH]c(=O)[nH]c3=O)Nc3ccc4ccccc4c32)cc(OC)c1OC (centres undefined)	11.0	0.7	9.0	10.4	0.7	95.0	-0.9	-2.1	2.9	4.1
CCn1c(=O)c([N+](=O)[O-])c(NC2CCS(=O)(=O)C2)c2ccccc21 (centres undefined)	7.4	4.1	-5.4	-3.8	2.4	107.0	-0.8	-0.6	4.7	0.8
O=C(Nc1nccs1)c1ccc(S(=O)(=O)N2CCCCC2)cc1	-4.0	-0.9	-5.6	2.5	8.8	94.0	0.9	7.8	4.8	-0.2
CN(c1ccc(C(=O)Nc2cccc(O)c2)cc1)S(=O)(=O)c1ccccc1	-0.5	0.3	-2.5	6.1	-1.4	95.0	-3.6	7.7	-1.6	3.2
O=C(O)C1CCCN(C(=O)c2cccc3ccccc23)C1 (centres undefined)	6.5	4.5	-4.1	3.8	2.8	95.0	1.7	9.2	3.1	-5.5
COc1ccc(CCNC(=O)CCC(=O)NC2CCCCC2)cc1OC	-7.1	-0.5	-3.8	3.5	2.1	98.0	-0.5	4.5	1.2	0.1
CN1\C(=C/C=C/C=C/C=[N+](C)C)C(C)(C)c2ccccc21	24.2*	-19.5	-26.2	-1.7	-4.4	i	7.1	3.3	-25.8	-2.8
O=C(CSc1ccc2ccccc2c1)Nc1ncccn1	-2.2	-1.6	-2.6	-7.4	-1.1	101.0	-0.1	-2.4	1.8	4.4
Cn1cnc2c(cnn2C)c1=N	0.3	-6.4	-6.6	-3.0	5.2	103.0	-0.5	3.1	5.0	2.0
O=S(=O)(CC(O)COc1ccccc1Cl)c1ccccc1 (centres undefined)	-4.4	-3.5	.	1.0	-2.3	98.0	-1.2	13.0	6.9	-1.7
COCCN(CC(=O)NC1CCCCC1)C(=O)CCCC(=O)Nc1ccccn1	-0.3	-0.2	-3.0	-1.0	-2.0	98.0	0.3	10.5	6.1	1.1
COC1OC2COC(c3ccccc3)OC2C2OC12 (centres undefined)	-6.2	5.5	-6.2	12.4	1.2	100.0	-1.3	3.8	4.7	-0.1
COc1ccc(CNS(=O)(=O)c2c(C(=O)N3CCCCC3)c(C)n(C)c2C)cc1	-4.4	1.8	-5.1	-1.4	2.8	96.0	-1.4	-2.6	1.1	0.1
Cc1ccc(Nc2nc(CSc3nnnn3C)cs2)cc1	-7.4	-2.8	-5.0	4.9	-3.1	101.0	-2.3	2.8	-30.3	-2.6
O=C(CN1CCCCCC1)Nc1ccccc1OC(F)F	5.8	-2.1	-2.7	13.8	0.0	99.0	0.9	-4.5	-6.9	1.6
COc1c(C=O)c(CCN(C)C(=O)c2ccc(F)cc2)cc2c1OCO2	7.1	-6.8	-19.3	13.0	-4.3	96.0	-1.5	8.9	5.1	0.5
CC(C)CN(C(=O)COC(=O)c1ccccc1SCC(=O)NC1CCCCCC1)C1CCS(=O)(=O)C1 (centres undefined)	-2.1	-0.4	-14.2	-5.0	0.4	93.0	-0.3	14.7	9.8	2.3
CCOC(=O)C1(CCCc2ccccc2)CCN(S(=O)(=O)N(C)C)CC1	-8.0	43.4	-20.6	2.6	0.6	99.0	3.3	16.6	-8.3	-2.9
Cc1c(NC(=O)C(C)OC(=O)/C=C/c2ccc(OC(F)F)cc2)c(=O)n(-c2ccccc2)n1C (centres undefined)	-3.1	-0.9	-2.4	-4.9	-3.6	99.0	-3.8	-1.0	-2.4	-1.2
CCC(C)c1ccc(OCC(=O)Nc2ccc(CN3CCOCC3)cc2)cc1 (centres undefined)	-9.5	2.9	.	3.6	-8.2	96.0	-1.1	2.9	-8.8	-2.4

MC4R antagonist: hit marks shown above
SMILES	ABHD5-PLIN5 inh	Granule exo inh	CaV13 ICDI inh	PDI inh	HTR2A ag	ABCB6 inh MLPCN	MC4R ag barr	MC4R antagonist	Glyco luc inh
CCc1ccc(C(C(=O)NCc2ccc(F)cc2)N(C(=O)c2csnn2)C2CC2)cc1 (centres undefined)	2.2	8.8	-3.0	4.1	4.6	95.0	2.5	28.8*	-0.9

Compound activity as filed in PubChem BioAssay.

Rows are unselected; overall some 4.2% were active at least once.
